Epigenetic derep: regulators of epigenetic silencing causing reporter derepression in mouse cells | murine LDR cells, GFP reporter derepression, 30 h | Potency, µM (doses to about 53.9 µM), for the others: at the top dose GFP activation, hits mostly activators | 0.2% of 280,000 active; further: % of control where 0% means no effect; nearly all actives have a fitted effect of over 60% in size
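Reporter derepression read as number of fluorescent GFP-positive objects, 20-120 um in size, counted by laser-scanning cytometer. Mouse LDR line with an epigenetically silenced CMV-GFP locus; compound incubation 30 h, 37 C.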
Tau fluor counter: counter-screen for tau fibril formation inhibitors; Potency, µM (highest dose often 57.7 µM), inactives show top-dose activity change, negative = decrease; tau K18 P301L Alexa594 fluorescence, heparin fibrillization; 0.93% of 280,000 active; further: on the % scale 0 is the no-effect control and ±100 the full control effect; nearly all actives have a fitted effect of over 55% in size
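Human tau K18 P301L (15 uM unlabeled, 0.24 uM Alexa 594-labeled) in 100 mM sodium acetate pH 7 with 20 uM heparin, 6 hr at 37 C. ThT 30 uM added, 1 hr ambient; Alexa 594 FP and total fluorescence read at 555/632 nm.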
GAA glycogen: alters human alpha-glucosidase cleavage of glycogen; Potency, µM (highest dose often 76.4 µM), inactives show at the highest dose activity change, negative = inhibition, actives largely listed as inhibitors; 0.38% of 300,000 active; recombinant GAA, glycogen substrate, Amplex Red glucose oxidase fluorescence; P10253;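 further: 0% = full enzyme reaction and -100% = no-enzyme basal signal; the screen sought inhibitors and activators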
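Natural-substrate format: glycogen cleavage by 4 nM human enzyme, glucose read by Amplex Red coupling (Ex 573, Em 610 nm). Normalized to enzyme and no-enzyme controls.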
* marks the source's active call; other numbers are inactive results; ? = inconclusive; & = joins results of further samples; [ ] = another dose, or the depositor's remark. The call rests on the fitted dose curve; in most records, active means well fitted curve in the direction sought with a large enough effect; inconclusive means small, poorly fitted or top-dose-only effect, or another doubt; inactive means no such curve, though single readings can be large; an effect the other way counts as inactive or inconclusive. Potency means the concentration at half of the fitted maximal effect. The list is partial. The share of hits here may be higher or lower than overall.

Results follow in this order: Epigenetic derep | Tau fluor counter | GAA glycogen
- CCOc1ccc(NC(=O)c2oc3ccccc3c2NC(=O)c2ccc(OC)cc2OC)cc1
    -1.6% | -28% | 1%[76.3 µM]
- Cc1cccc(NC(=O)c2c(NC(=O)c3ccco3)sc3c2CCC(C)C3)c1 (centres undefined)
    -1.6% | -12% | 16%[76.3 µM]
- Cc1cc(C)c(NC(=O)Cn2c(=O)n(Cc3ccc4c(c3)OCO4)c(=O)c3ccc(C(=O)NC4CCCCC4)cc32)c(C)c1
    0.3% | -11% | 14%[76.3 µM]
- Cc1ccc(SCC(=O)Nc2ccc3oc(-c4ccccc4F)nc3c2)cc1
    16% | ? | -6%[76.3 µM]
- COc1ccc(CCNC(=O)C(=O)NCC(c2cccnc2)N2CCN(c3ccccc3)CC2)cc1 (centres undefined)
    0.0% | -22% | -9%[76.3 µM]
- COc1ccccc1-c1nnc(C2CCN(C(=O)c3cccc(C)c3)CC2)o1
    -0.8% | -9% | 5%[76.3 µM]
- CCN(CC)C(=O)C1=C(C)Nc2nc3ccccc3n2C1c1cccc(Cl)c1 (centres undefined)
    -0.9% | -17% | 3%[76.3 µM]
- COC(=O)c1ccc(NC(=O)CN(Cc2ccccc2)S(=O)(=O)c2ccc(C)cc2)cc1
    0.3% | ? | -8%[76.3 µM]
- CCOc1ccc(CNC(=O)c2cc3c(=O)n(C)c4ccccc4c3s2)cc1
    2.3% | -6% | -4%[76.3 µM]
- Cc1ccccc1NC(=O)C1CCN(C(=O)c2ccc(F)cc2)CC1
    -0.3% | 10% | 14%[76.3 µM]
- COc1cccc(NC(=O)CSc2cc(=O)n(C)c3ccc(Cl)cc23)c1
    5.3% | -23% | -14%[76.3 µM]
- COc1cccc(NC(=O)N(Cc2c[nH]c3ccccc23)C2CCCCCC2)c1
    0.8% | ? | 6%[76.3 µM]
- Cc1ccc2oc(=O)n(CCCOc3ccccc3Cl)c2c1
    1.0% | -18% | 5%[76.3 µM]
- Cc1ccc(N(C)S(=O)(=O)c2nnc(NC(=O)CC(C)C)s2)cc1
    2.2% | -18% | 1%[76.3 µM]
- CCC1CN(C(=O)NCc2cccc(OC)c2)c2ccccc2O1 (centres undefined)
    0.8% | -4% | -22%
- CCCCNC(=O)CCc1c(C)nc2c(c(C)nn2-c2ccccc2)c1C
    -2.5% | -19% | -4%
- Cc1ccc(NCc2cccn2-c2nnc(N3CCC(C(=O)NCCC(C)C)CC3)s2)cc1
    2.7% | -26% | -18%[76.3 µM]
- CC1(C)CC(=O)c2cc(-c3nc(-c4ccccc4)cs3)c(=O)[nH]c2C1
    15% | -8% | 13%[76.3 µM]
- Cc1ccc(N2CCN(Cc3nnc(-c4ccc5c(c4)OCO5)o3)CC2)c(C)c1
    3.2% | -10% | 15%[76.3 µM]
- Cc1cccc(S(=O)(=O)c2cn(C)c3cc(N4CCN(c5ccc(F)cc5)CC4)c(F)cc3c2=O)c1
    0.0% | -4% | 13%[76.3 µM]
- Cc1cn2c(=O)c(S(=O)(=O)NC(C)c3ccccc3)c(C)nc2s1 (centres undefined)
    -2.9% | -2% | 15%[76.3 µM]
- COc1ccc(OC)c(NC(=O)CSc2nc3ccccc3nc2N2CCCCC2)c1
    1.0% | ? | -10%[76.3 µM]
- COC(=O)c1c(NC(=O)Cc2coc3cc(C)ccc23)sc2c1CCCC2
    -1.9% | -20% | 6%[76.3 µM]
- CC(C)OCCCN(C)C1CCN(S(=O)(=O)c2csc(C(N)=O)c2)CC1
    -2.1% | -5% | 0%[76.3 µM]
- CCOc1ccc2oc(=O)cc(CN3CCN(Cc4ccc(F)cc4)CC3)c2c1
    -3.0% | -3% | -8%[76.3 µM]
- CCOc1c(Br)cc(C2C=C(C(=O)O)Nc3ncnn32)cc1OC (centres undefined)
    -1.2% | -10% | 15%[76.3 µM]
- CCOc1ccc(CCNC(=O)CN2C(=O)c3cccnc3Oc3ccc(Cl)cc32)cc1
    -0.4% | -16% | -3%&14%[76.3 µM]
- CCOc1ccccc1-c1noc(CCCC(=O)Nc2cccc(C(F)(F)F)c2)n1
    ? | ? | 1%[76.3 µM]
- COc1ccc(Nc2c3c(nc4ccc(NC(=O)c5cc(Cl)ccc5OC)cc24)CCCC3)cc1OC
    5.4% | ? | -25%[76.3 µM]
- O=C(Cn1c(-c2cccs2)cc2cc(F)ccc21)NCCCN1CCN(c2ccccc2F)CC1
    ? | ? | 5%[76.3 µM]
- CCN(Cc1nc(-c2ccc(OC)c(OC)c2)no1)S(=O)(=O)c1ccc(OC)cc1
    -1.0% | -24% | -4%[76.3 µM]
- Cc1cccc(Cn2c(SCc3ccc(C(=O)NCc4cccs4)cc3)nc3ccncc32)c1
    -5.1% | -24% | -19%[76.3 µM]
- COC(=O)c1cc(NC(=O)c2cc3c(-c4ccccc4F)nn(C)c3s2)cc(C(=O)OC)c1
    ? | -22% | 2%[76.3 µM]
- COc1ccc(-c2nc(CSc3nncn4c3cc3sccc34)c(C)o2)cc1OC
    12% | -11% | -7%[76.3 µM]
- Cc1ccc(NC(=O)Cn2cc(S(=O)(=O)Cc3ccc(F)cc3)c3ccccc32)cc1Cl
    -0.2% | ? | -5%[76.3 µM]
- CCCCNc1ccc(-c2nc(-c3ccco3)no2)cc1[N+](=O)[O-]
    -2.7% | -18% | -3%[76.3 µM]
- Cc1[nH]c2ccc(F)cc2c1CCNC(=O)c1cc2cc(Cl)ccc2oc1=O
    2.2% | ? | -13%[76.3 µM]
- CCOc1ccc(NCc2cccn2-c2nnc(N3CCC(C(=O)NCCc4ccc(OC)c(OC)c4)CC3)s2)cc1
    0.0% | ? | ?
- O=C(CCn1c(=O)c2sccc2n(Cc2ccccc2F)c1=O)NCc1ccc2c(c1)OCO2
    -0.9% | -10% | 9%[76.3 µM]
- Cc1ccc(CCNC(=O)C2CCN(c3nnc(-n4cccc4CNc4ccc(C)cc4)s3)CC2)cc1
    -1.1% | ? | -7%[76.3 µM]
- COc1ccc(OC)c(S(=O)(=O)N2CC=C(c3c(C)n(CC(=O)N4CCCC4)c4ccccc34)CC2)c1
    -1.0% | -14% | -21%[76.3 µM]
- Cc1ccc2oc(-c3ccc(C)c(NC(=O)/C=C/c4ccco4)c3)nc2c1
    1.1% | -5% | 7%[76.3 µM]
- COc1ccccc1Nc1cc(C(=O)NC2CCCC2)c2ccccc2n1
    1.4% | -21% | -13%&-13%[76.3 µM]
- CCc1ccc2c(c1)-c1ccccc1S(=O)(=O)N2CC(=O)N1CCCCC1
    -1.6% | -2% | -2%[76.3 µM]
- Cc1ccc2c(c1)sc1nc(-c3cc4ccccc4oc3=O)cn12
    -1.6% | 2% | -8%[76.3 µM]
- COc1ccccc1-c1cc(C(=O)N2CCN(c3ccccc3)CC2)no1
    -1.8% | -28% | 2%
- CCOC(=O)c1c(C)oc2ccc(N(C(=O)c3ccncc3)S(=O)(=O)c3ccc(CC)cc3)cc12
    0.0% | -13% | -5%[76.3 µM]
- Fc1cccc(CSc2ccc(-c3cccs3)nn2)c1
    0.7% | ? | -2%[76.3 µM]
- COc1ccccc1CNc1nc(-c2ccco2)nn1S(=O)(=O)c1ccc(C)cc1
    -3.2% | -29% | -1%[76.3 µM]
- CCN(CC)c1ccc(NC(=O)c2sc3ccccc3c2Cl)cc1
    2.4% | ? | -3%[76.3 µM]
- COc1ccc(N(C(=O)c2ccccc2C)S(=O)(=O)c2ccc3c(c2)n(C)c(=O)n3C)cc1
    -1.0% | -30% | -12%[76.3 µM]
- Cc1cc(C)cc(NC(=O)CSc2nncn3c2cc2occc23)c1
    ? | -23% | 15%[76.3 µM]
- COc1ccc(S(=O)(=O)N(CCc2ccccc2)CC(=O)Nc2cc(C)cc(C)c2)cc1OC
    -1.6% | -26% | 2%[76.3 µM]
- COc1ccc(NC(=O)c2oc3ccccc3c2NC(=O)COc2ccc(C(C)C)cc2)c(OC)c1
    -3.1% | -10% | 2%[76.3 µM]
- Cc1cc2c(n1-c1ccc(C(=O)NCc3ccccc3Cl)cc1)CCCC2
    ? | -17% | 19%[76.3 µM]
- COc1cccc(CCNC(=O)c2cnc3sc(N4CCCCCC4)nn3c2=O)c1
    0.8% | 1% | -4%[76.3 µM]
- Cc1ccc(CNC(=O)CCc2c(C)nc3nc(C)nn3c2C)cc1
    -0.5% | -20% | ?
- CCc1ccc(Nc2nnc(-n3nc(C)cc3C)c3ccccc23)cc1
    -0.3% | ? | -6%[76.3 µM]
- Fc1ccc(NCc2ccccc2-c2nnc(-c3ccccc3Cl)o2)cc1
    2.0% | -17% | 9%[76.3 µM]
- CCCc1nnc(NC(=O)CSc2nnc3c4ccccc4n(CC)c3n2)s1
    -1.0% | -7% | -9%[76.3 µM]

Continued.
Results follow in this order: Epigenetic derep | Tau fluor counter | GAA glycogen
- Cc1cccc(C)c1-n1ncc(C(=O)O)c1C1CCN(C(=O)OC(C)(C)C)CC1
    5.4% | -4% | -3%[76.3 µM]
- CCCCNc1nc2c(S(=O)(=O)c3ccc(C)cc3)nnn2c2ccsc12
    -1.5% | 3% | 16%[76.3 µM]
- Cc1ccc(S(=O)(=O)NC2(C(F)(F)F)NC(=O)N(c3ccc(F)cc3)C2=O)cc1 (centres undefined)
    -1.0% | -2% | 2%
- CCc1cccc(NC(=O)CN(C)S(=O)(=O)c2ccc3c(c2)n(C)c(=O)c(=O)n3C)c1
    6.8% | -10% | 13%[76.3 µM]
- Cc1ccc(CNC(=O)CCc2nc3cccnc3n2Cc2ccccc2)cc1
    -3.0% | -10% | 3%[76.3 µM]
- COc1ccc(N2CCN(C(=O)Cc3noc4ccc(C)cc34)CC2)cc1
    0.0% | 3% | 13%[76.3 µM]
- CCCOc1ccc(CN(C(=O)c2nc(SC(C)C)ncc2Cl)C2CCS(=O)(=O)C2)cc1 (centres undefined)
    -1.5% | -12% | -14%[76.3 µM]
- Cc1ccc(-c2ccc(CCC(=O)O)n2-c2cccc(C)c2C)cc1
    0.3% | -27% | 16%[76.3 µM]
- CCOC(=O)C1CCN(CC(=O)Nc2cc(C)c3c(=O)oc4ccccc4c3n2)CC1
    -0.2% | -16% | -7%[76.3 µM]
- CC1=C(C(=O)Nc2ccccc2)C(c2cccs2)n2nc(SCc3ccccc3F)nc2N1 (centres undefined)
    -2.5% | 1% | 5%[76.3 µM]
- O=C(Cn1c(-c2cccs2)cc2cc(F)ccc21)NCCCN1CCN(c2ccc(F)cc2)CC1
    11% | -25% | 6%[76.3 µM]
- COC(=O)c1cc(NC(=O)Cn2nc(-c3ccc(C)c(C)c3)ccc2=O)cc(C(=O)OC)c1
    ? | -1% | 14%[76.3 µM]
- COc1ccc(-c2cn3c(n2)sc2cc(C(=O)NCCCN4CCN(C)CC4)ccc23)cc1
    4.2% | -1% | -8%[76.3 µM]
- CSc1ncc(C(=O)Nc2c(C)cccc2C)c(-c2ccccc2)n1
    1.2% | -10% | 7%[76.3 µM]
- COc1ccc(CCNc2oc(/C=C/c3cc(OC)c(OC)c(OC)c3)nc2C#N)cc1OC
    -2.3% | ? | ?
- O=C(Nc1cccnc1)c1cc(-c2cccc(Cl)c2)on1
    0.7% | -27% | 1%&-6%[76.3 µM]
- CCCN(Cc1cccs1)C(=O)Nc1ccc(OCC)cc1
    5.0% | -1% | -12%[76.3 µM]
- CCCN(CCC)CCCNC(=O)c1cc2c(=O)oc3ccc(C)cc3c2s1
    ? | -4% | 2%[76.3 µM]
- O=C(CCC1N=C2c3ccccc3N=C(SCc3cccc(Cl)c3)N2C1=O)NCCc1ccccc1 (centres undefined)
    0.4% | -11% | -5%[76.3 µM]
- Cc1ccn2c(Nc3c(C)cccc3C)c(-c3ccc(Cl)s3)nc2c1
    3.9% | ? | ?

Single records (already shown). Values in the order: Epigenetic derep | Tau fluor counter | GAA glycogen
O=C(Cn1c(-c2cccs2)cc2cc(F)ccc21)NCCCN1CCN(c2ccc(F)cc2)CC1 across the screens: 11% | -25% | 6%[76.3 µM]
CCc1cccc(NC(=O)CN(C)S(=O)(=O)c2ccc3c(c2)n(C)c(=O)c(=O)n3C)c1 across the screens: 6.8% | -10% | 13%[76.3 µM]

An excerpt from above in order of the Epigenetic derep value, rising:
Compound	Epigenetic derep
CC1=C(C(=O)Nc2ccccc2)C(c2cccs2)n2nc(SCc3ccccc3F)nc2N1 (centres undefined)	-2.5%
Cc1ccc(S(=O)(=O)NC2(C(F)(F)F)NC(=O)N(c3ccc(F)cc3)C2=O)cc1 (centres undefined)	-1.0%
Cc1ccn2c(Nc3c(C)cccc3C)c(-c3ccc(Cl)s3)nc2c1	3.9%
COc1ccc(-c2cn3c(n2)sc2cc(C(=O)NCCCN4CCN(C)CC4)ccc23)cc1	4.2%
Cc1cccc(C)c1-n1ncc(C(=O)O)c1C1CCN(C(=O)OC(C)(C)C)CC1	5.4%

Screening results from PubChem BioAssay.
